Bioassay records deposited in PubChem BioAssay by several laboratories.
PDI turbidity: inhibitors of human protein disulfide isomerase | P07237 | PDI insulin aggregation turbidity, A650, 90 min | inhibition, % at 10 µM | 350,000 compounds, 0.052% hits | AID 588391;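 active means mean inhibition across replicates of 30% or more, whatever share of single replicates reach that level; inconclusive means mean inhibition below 30% while every single replicate reaches 30%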;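 further: absorbance from insulin aggregation driven by PDI reduction with DTT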
MC4R antagonist: blocks human MC4R cAMP signaling; P32245; MC4R-expressing cells, MTII-stimulated cAMP, LANCE TR-FRET; inhibition, % at 6.5 µM; 360,000 compounds, 0.48% hits;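 active means inhibition above its plate's cutoff, the mean of tested wells on that plate plus 3 SD, cut at about 29% in these data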;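 further: 0% = Melanotan II alone and 100% = Melanotan II plus saturating MCL0020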
Target sequence (P32245 whole entry, looked up): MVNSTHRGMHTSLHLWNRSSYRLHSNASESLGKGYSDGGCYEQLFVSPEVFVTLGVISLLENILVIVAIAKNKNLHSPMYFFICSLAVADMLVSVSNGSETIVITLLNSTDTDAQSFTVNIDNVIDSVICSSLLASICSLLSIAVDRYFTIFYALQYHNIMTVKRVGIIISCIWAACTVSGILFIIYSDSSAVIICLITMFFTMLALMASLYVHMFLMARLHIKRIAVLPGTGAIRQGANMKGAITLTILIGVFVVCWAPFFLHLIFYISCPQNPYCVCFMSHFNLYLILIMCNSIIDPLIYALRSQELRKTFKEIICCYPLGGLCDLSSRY
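material = U2OS cells stably expressing human melanocortin 4 receptor (MC4R) | also added = Melanotan II challenge | dosing = single nominal compound dose of 6.5 µM | detection = TR-FRET with Eu-cAMP and labeled anti-cAMP, 671 nm | replication = singlicate | timing = compound 30 min, challenge 1 h, detection 1 h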
Cardio protect: modulators protecting cardiomyocytes from myocardial damage; H9c2 cardiomyocytes, H2O2 injury protection, ATPLite, 2 h; protection from H2O2 cell death, % at 20 µM; 360,000 compounds, 0.63% hits;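 active means compounds giving at least 50% protection of heart cells from peroxide-induced death in the single-dose screen, raw or plate-pattern-corrected value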;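 further: 0% = DMSO wells with peroxide and 100% = DMSO wells without peroxide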
ABCB6 inh MLPCN: blocks the human ABCB6 transporter | Q9NP58 | K562-ABCB6 porphyrin accumulation, flow cytometry, 1 h; stronger effect = lower value | fluorescence ratio to DMSO, % at 10 µM | 360,000 compounds, 0.19% hits;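 active means fluorescence ratio to DMSO below 75%, the collection mean minus 3 SD; inconclusive means too few cells collected in the well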;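 further: signal is porphyrin accumulated inside mitochondria; 100% equals median channel fluorescence of DMSO control wells; lower ratio means ABCB6 inhibition with less porphyrin fluorescence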
ABHD5 PLIN5 PPI: blocks binding of human ABHD5 to perilipin-5. Q00G26+Q8WTS1. Split G. princeps luciferase complementation, luminescence, 4 h. inhibition, % at 4 µM. 360,000 compounds, 0.78% hits. AID 602281;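 active means inhibition above the mean inhibition across every tested compound plus 3 SD, cut at about 22% in these data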;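 further: 0% = DMSO only wells and the 100% control is not disclosed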
Exocytosis inh: lytic granule exocytosis inhibition | TALL-104 LAMP-1 surface exposure, flow cytometry; cells stimulated with thapsigargin and PMA | inhibition, % at 10 µM | 360,000 compounds, 0.66% hits;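 active means inhibition above about 55%, limit read from the data; inconclusive means no clear call, values can overlap the other calls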
HTR2A ag: agonists of mouse serotonin 5-HT2A receptor (HTR2A); P35363; CHO-K1 mHTR2A beta-arrestin complementation, luminescence; percent of 30 µM serotonin response; activation, % at 7.6 µM; 360,000 compounds, 0.66% hits; AID 624169;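 active means activation above a run cutoff, the mean activation of all tested compounds plus 3 SD, cut at about 14% in these data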;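 further: 0% = plate median of compound wells and 100% = 30 µM serotonin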
Target sequence (P35363 whole entry, looked up): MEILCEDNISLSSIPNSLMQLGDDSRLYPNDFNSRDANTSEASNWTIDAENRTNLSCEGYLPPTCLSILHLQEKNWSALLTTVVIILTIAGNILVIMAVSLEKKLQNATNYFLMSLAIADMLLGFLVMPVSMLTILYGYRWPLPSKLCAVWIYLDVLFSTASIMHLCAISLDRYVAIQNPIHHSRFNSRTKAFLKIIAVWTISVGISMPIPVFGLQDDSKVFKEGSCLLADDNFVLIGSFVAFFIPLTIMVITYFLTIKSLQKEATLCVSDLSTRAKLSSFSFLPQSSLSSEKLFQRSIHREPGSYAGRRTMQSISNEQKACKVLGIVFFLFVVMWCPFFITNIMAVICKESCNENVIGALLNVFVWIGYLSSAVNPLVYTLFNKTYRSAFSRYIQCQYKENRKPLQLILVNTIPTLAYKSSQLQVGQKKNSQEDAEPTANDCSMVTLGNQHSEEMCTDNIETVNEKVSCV
MC4R barr agon: activates human MC4R beta-arrestin recruitment. P32245. U2OS MC4R beta-arrestin complementation, luminescence; percent of melanotan II response, DMSO zero. activation, % at 8.9 µM. 360,000 compounds, 0.98% hits. AID 540308;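 active means activation above a per-plate cutoff, the mean activation of sample wells on that plate plus 3 SD, cut at about 8% in these data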
N-glyco inh: N-linked glycosylation inhibition; D54 ERlucT glycosylation luciferase reporter, 24 h; percent of 100 nM tunicamycin response; reporter increase, % at 12.5 µM; 360,000 compounds, 0.23% hits; AID 588692;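 active means mean luciferase reporter signal, scaled so untreated is 0 and the glycosylation-blocking control 100, at or above a set limit in every replicate; inconclusive means mean reaches the limit but not every replicate does; inactive means mean below the limit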;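 further: luciferase carries N-glycosylation sites so blocking glycosylation raises the light; 0% = median of neutral control wells and 100% = median of 100 nM tunicamycin wells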
CaV13 FRET inh: Primary screen for inhibitors of IQ motif and Ca2+-dependent inactivation inhibitor domain binding in CACNA1D, Förster resonance energy transfer in living cells, …. HEK cells, CFP/YFP FRET ICDI-IQ, plate reader, 10 min; percent FRET-ratio fall versus neutral wells. AID 743397. inhibition, % at 12.3 µM. 340,000 compounds, 0.098% hits;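 active means mean replicate inhibition of at least 30% and at least 1% of replicates passing that level; inconclusive means only one of the two criteria is met; inactive means neither criterion is met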;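 further: 0% = median of the neutral control wells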
* = called active by the depositor.

Screening Cc1c(NC(=O)COc2cccc(Cl)c2Cl)c(=O)n(-c2ccccc2)n1C returned PDI turbidity -3.2, MC4R antagonist 7.9, Cardio protect -4.3, ABCB6 inh MLPCN 103.0, ABHD5 PLIN5 PPI -0.7, Exocytosis inh 4.7, HTR2A ag -3.7, MC4R barr agon -1.4, N-glyco inh -1.1 and CaV13 FRET inh -6.0.
Screening COc1ccc(NC(=O)CSc2ncnc3sc(C)cc23)cc1 returned PDI turbidity 1.0, MC4R antagonist 16.0, Cardio protect -0.4, ABCB6 inh MLPCN 96.0, ABHD5 PLIN5 PPI -1.9, Exocytosis inh -8.7, HTR2A ag 3.2, MC4R barr agon 2.9, N-glyco inh -1.9 and CaV13 FRET inh -3.7.
`NS(=O)(=O)c1ccc(CNC(=O)c2cc(=O)c3ccccc3o2)cc1` gave PDI turbidity -0.6, MC4R antagonist 1.6, Cardio protect 27.9, ABCB6 inh MLPCN 95.0, ABHD5 PLIN5 PPI -7.9, Exocytosis inh 3.2, HTR2A ag -5.5, MC4R barr agon -2.0, N-glyco inh -0.9 and CaV13 FRET inh -8.0.
COc1ccccc1CNC(=O)CCCNC(=O)Cn1cnc2sc(C)c(C)c2c1=O was read as PDI turbidity -0.7, MC4R antagonist -5.0, Cardio protect 0.8, ABCB6 inh MLPCN 164.0, ABHD5 PLIN5 PPI 6.0, Exocytosis inh -7.9, HTR2A ag -4.5, MC4R barr agon -1.2, N-glyco inh 1.0 and CaV13 FRET inh -2.7.
COc1ccc(C(=O)OCC(=O)Nc2cccc(S(=O)(=O)N3CCCCCC3)c2)cc1[N+](=O)[O-] was read as PDI turbidity 1.6, MC4R antagonist 4.6, Cardio protect -14.6, ABCB6 inh MLPCN 91.0, ABHD5 PLIN5 PPI -8.7, Exocytosis inh -6.6, HTR2A ag 2.7, MC4R barr agon 0.4, N-glyco inh -1.2 and CaV13 FRET inh -5.8.
Screening CCCNC(=O)CSc1nc2ccccc2c(=O)n1CCC returned PDI turbidity -7.3, MC4R antagonist 7.2, Cardio protect 8.0, ABCB6 inh MLPCN 97.0, ABHD5 PLIN5 PPI -0.4, Exocytosis inh 1.1, HTR2A ag 2.8, MC4R barr agon -3.1, N-glyco inh 2.1 and CaV13 FRET inh -5.3.
`CCN1CCN(C(=O)CCn2c(=O)c3cccn3c3cccnc32)CC1` gave PDI turbidity 4.2, MC4R antagonist 2.1, Cardio protect 7.0, ABCB6 inh MLPCN 97.0, ABHD5 PLIN5 PPI -4.8, Exocytosis inh 0.4, HTR2A ag -2.3, MC4R barr agon -2.0, N-glyco inh -2.8 and CaV13 FRET inh -5.5.
CCn1cc(C(=O)N[C@H](C(=O)NCCCN2CCOCC2)C(C)C)c(=O)c2cc3c(cc21)OCO3 was read as PDI turbidity -11.5, MC4R antagonist 3.5, Cardio protect -1.8, ABCB6 inh MLPCN 96.0, ABHD5 PLIN5 PPI 6.4, Exocytosis inh -9.9, HTR2A ag 3.9, MC4R barr agon -0.1, N-glyco inh 2.7 and CaV13 FRET inh -2.3.
Screening COC(=O)Cc1ccc(NC(=S)N2CCN(CCO)CC2)cc1 returned PDI turbidity -0.2, MC4R antagonist 3.0, Cardio protect 2.3, ABCB6 inh MLPCN 96.0, ABHD5 PLIN5 PPI -3.3, Exocytosis inh -3.9, HTR2A ag -3.2, MC4R barr agon 3.6, N-glyco inh 0.6 and CaV13 FRET inh -4.4.
CC1CCN(c2ccc(/C=N\Nc3nncn3N)cc2[N+](=O)[O-])CC1 was read as PDI turbidity 2.0, MC4R antagonist -7.9, Cardio protect 7.0, ABCB6 inh MLPCN 101.0, ABHD5 PLIN5 PPI -41.4, Exocytosis inh 0.7, HTR2A ag -0.7, MC4R barr agon -1.3, N-glyco inh 3.5 and CaV13 FRET inh -4.2.
`Cc1cccc(N(C(=O)c2ccc(CN3CCOCC3)o2)C(C(=O)NC(C)(C)C)c2ccc(F)cc2)c1` (configuration not stated) gave PDI turbidity -1.8, MC4R antagonist -5.4, Cardio protect -0.4, ABCB6 inh MLPCN 102.0, ABHD5 PLIN5 PPI 2.1, Exocytosis inh -2.0, HTR2A ag -4.4, MC4R barr agon -0.7 and N-glyco inh 0.4.
COC(=O)c1ccc(NC(=O)Cn2nnc(-c3cccs3)n2)cc1 was read as PDI turbidity -20.3, MC4R antagonist 0.2, Cardio protect -6.3, ABCB6 inh MLPCN 97.0, ABHD5 PLIN5 PPI -3.2, Exocytosis inh -1.8, HTR2A ag 0.0, MC4R barr agon 3.1, N-glyco inh 3.1 and CaV13 FRET inh -5.7.
Screening O=C(Nc1nc(=O)n(C(=O)C2CC2)s1)c1ccccc1 returned PDI turbidity 3.1, MC4R antagonist 30.5*, Cardio protect 3.3, ABCB6 inh MLPCN 97.0, ABHD5 PLIN5 PPI -5.5, Exocytosis inh -0.7, HTR2A ag -1.9, MC4R barr agon 0.8, N-glyco inh -3.2 and CaV13 FRET inh -9.6.
Cc1cc2oc(=O)cc(CN3CCC(C)CC3)c2c(C)c1Cl was read as PDI turbidity 1.7, MC4R antagonist -5.0, Cardio protect -2.8, ABCB6 inh MLPCN 90.0, ABHD5 PLIN5 PPI 2.5, Exocytosis inh 1.5, HTR2A ag 4.4, MC4R barr agon -1.5, N-glyco inh -3.1 and CaV13 FRET inh inconclusive.
`O=C(C[C@@H]1C/C=C/CCCC(=O)O[C@H](c2ccccc2)CNC1=O)NCCO` gave PDI turbidity 0.7, MC4R antagonist 15.0, Cardio protect 14.9, ABCB6 inh MLPCN 98.0, ABHD5 PLIN5 PPI -3.4, Exocytosis inh -3.3, HTR2A ag -0.9, MC4R barr agon -2.5, N-glyco inh 3.5 and CaV13 FRET inh -5.1.
Screening COc1ccc(/C=C(\C#N)C(=O)Nc2ccc3[nH]c(=O)[nH]c3c2)cc1 returned PDI turbidity 8.6, MC4R antagonist -0.5, Cardio protect 1.2, ABCB6 inh MLPCN 98.0, ABHD5 PLIN5 PPI 2.4, Exocytosis inh -4.4, HTR2A ag 2.3, MC4R barr agon -1.2, N-glyco inh 2.1 and CaV13 FRET inh -4.4.
For Fc1ccc(-c2nc3ccccc3c3nc4ccccc4n23)cc1 the results were PDI turbidity -0.8, MC4R antagonist -13.2, Cardio protect -5.0, ABCB6 inh MLPCN 97.0, ABHD5 PLIN5 PPI -0.7, Exocytosis inh -2.6, HTR2A ag -4.1, MC4R barr agon 0.4, N-glyco inh -0.7 and CaV13 FRET inh -5.7.
`COC(=O)c1ccc(NC(=O)Cc2ccccc2)cc1` gave PDI turbidity 4.1, MC4R antagonist 3.6, Cardio protect -2.1, ABCB6 inh MLPCN 91.0, ABHD5 PLIN5 PPI -2.1, Exocytosis inh 4.9, HTR2A ag 3.3, MC4R barr agon 1.5, N-glyco inh 0.1 and CaV13 FRET inh -5.9.
For O=S(=O)(c1ccc(-c2ccon2)s1)N1CCCC1 the results were PDI turbidity 1.4, MC4R antagonist 9.9, Cardio protect -6.4, ABCB6 inh MLPCN 95.0, ABHD5 PLIN5 PPI 2.7, Exocytosis inh 0.2, HTR2A ag -6.4, MC4R barr agon -0.8, N-glyco inh 0.6 and CaV13 FRET inh -5.4.
`O=C(c1ccccc1)N1CCCCC(Sc2nnnn2-c2ccccc2)C1=O` (configuration not stated) gave PDI turbidity 0.6, MC4R antagonist 3.6, Cardio protect 4.4, ABCB6 inh MLPCN 99.0, ABHD5 PLIN5 PPI -2.2, Exocytosis inh -1.8, HTR2A ag -0.2, MC4R barr agon 0.2, N-glyco inh -0.1 and CaV13 FRET inh -3.4.
`Cc1oc(-c2cccc(Cl)c2)nc1CS(=O)(=O)CC(=O)NCCN1CCCC1` gave MC4R antagonist 9.6, Cardio protect 3.8, ABCB6 inh MLPCN 95.0, ABHD5 PLIN5 PPI 3.4, Exocytosis inh 6.2, HTR2A ag -7.6, MC4R barr agon 0.2, N-glyco inh -2.3 and CaV13 FRET inh -6.5.
For O=C(NCC1CCCO1)c1cc([N+](=O)[O-])ccc1N1CCC(Cc2ccccc2)CC1 (configuration not stated) the results were PDI turbidity -3.5, MC4R antagonist 6.7, Cardio protect -2.1, ABCB6 inh MLPCN 96.0, ABHD5 PLIN5 PPI 7.0, Exocytosis inh 0.4, HTR2A ag -4.4, MC4R barr agon 0.6, N-glyco inh 5.6 and CaV13 FRET inh -5.3.
`CC1(C)CC(=O)C(C2NCCc3ccccc32)=C(O)C1` (configuration not stated) gave PDI turbidity 2.7, MC4R antagonist 11.6, Cardio protect 2.5, ABCB6 inh MLPCN 101.0, ABHD5 PLIN5 PPI 9.2, Exocytosis inh 1.0, HTR2A ag -0.5, MC4R barr agon -2.2, N-glyco inh 0.4 and CaV13 FRET inh -5.2.
`Cc1nc2cc3c(cc2s1)OCO3` gave PDI turbidity 16.9, MC4R antagonist -7.8, Cardio protect -0.2, ABCB6 inh MLPCN 96.0, ABHD5 PLIN5 PPI 0.0, Exocytosis inh 3.0, HTR2A ag 5.5, MC4R barr agon 0.0, N-glyco inh -0.7 and CaV13 FRET inh -4.1.
`CCOc1ccc(S(=O)(=O)N2CCN=C2Cc2ccccc2)cc1C` gave PDI turbidity 7.3, MC4R antagonist 14.0, Cardio protect -5.4, ABCB6 inh MLPCN 98.0, ABHD5 PLIN5 PPI 3.2, Exocytosis inh 1.2, HTR2A ag -3.8, MC4R barr agon -0.6, N-glyco inh -0.3 and CaV13 FRET inh -2.0.
Screening CC(C)C[C@@H](CN=[N+]=[N-])N1CCN(CC(C)C)CCC1=O returned PDI turbidity -0.1, MC4R antagonist 2.7, Cardio protect 4.0, ABCB6 inh MLPCN 103.0, ABHD5 PLIN5 PPI 2.8, Exocytosis inh 1.8, HTR2A ag 11.4, MC4R barr agon -0.5, N-glyco inh 3.4 and CaV13 FRET inh -5.5.
For CCOC(=O)c1ccc(N2CCCCC2)c(NS(=O)(=O)c2ccc(C)cc2)c1 the results were PDI turbidity 3.6, MC4R antagonist -11.9, Cardio protect -8.2, ABCB6 inh MLPCN 98.0, ABHD5 PLIN5 PPI -5.0, Exocytosis inh 24.6, HTR2A ag -2.8, MC4R barr agon -2.3, N-glyco inh 10.7 and CaV13 FRET inh -3.4.
C=C(C)C(=O)Nc1ccc(OC(F)(F)C(F)F)c(NC(=O)C(=C)C)c1 was read as PDI turbidity -0.7, MC4R antagonist 2.8, Cardio protect -0.2, ABCB6 inh MLPCN 90.0, ABHD5 PLIN5 PPI 4.7, Exocytosis inh -0.8, HTR2A ag 3.7, MC4R barr agon -0.4, N-glyco inh -1.8 and CaV13 FRET inh -5.3.

An unsorted share of the library; 4.2% or so of the library scored in one or more.
